EWS-Fli inh – EWS/Fli-driven NR0B1 reporter inhibitors, primary screen, A673 cells, NR0B1 luciferase, luminescence, MLPCN library; 350,000 tested, 0.67% active; viability-normalised; AID 651661, 2012; inhibition, % at 12.6 µM;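 active = mean inhibition of at least 50% after viability correction, with every replicate also passing that limit; inconclusive = mean reaches 50% but only one of two replicates passes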;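 note: firefly luciferase signal divided by Alamar Blue viability fluorescence both relative to DMSO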
DENV2 CPE – inhibitors of DENV2 cytopathic effect, primary screen, cell-based, plate reader, single concentration | DENV2-infected cells, cytopathic effect rescue | CPE inhibition, % at 9.99 µM | 350,000 tested, 1.7% active; in the data active = CPE inhibition above about 20%, passing the limit was not always enough; inconclusive = no clear call, values can overlap the other calls; tested in BHK-21 cells;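 note: 0% = median of neutral control wells and 100% = median of positive control wells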
F508del corr – F508del CFTR correction, initial screen, CFBE line, single point; activity (quench increase), % at 7.58 µM; 350,000 tested, 0.36% active; CFBE cells, YFP halide quenching; stimulated with forskolin plus potentiator P3; % fluorescence drop versus neutral controls;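 active = mean added fluorescence quench of at least 8% versus neutral control, with both replicates also reaching 8%; inconclusive = only one of the mean or replicate conditions met; inactive = mean below 8% and not both replicates reaching 8%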;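 note: cells transiently co-express mutant CFTR-F508del with the halide-sensitive YFP; corrector assay measuring rescue of mutant channel to the surface after 24 h compound exposure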
miR-122 sensor – miR-122 Renilla sensor signal increase in Huh7, primary screen, miR-122 inhibitor project, cell-based, single point, plate reader. 340,000 tested, 0.3% active. activation (reporter increase), % at 12.5 µM. Huh7 miR-122 Renilla luciferase sensor, 48 h; neutral wells = 0, positive control = 100;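 active = mean replicate activation score at least 90 and every replicate individually at or above 90; inconclusive = only one of the two criteria met; inactive = neither criterion met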;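 note: higher luciferase means less miR-122 activity so hits act as miR-122 inhibitors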
FN deposition inh – inhibitors of fibronectin matrix deposition, primary screen, AH1F cells, Alexa488-fibronectin fluorescence, plate reader | AH1F fibroblasts, overnight | inhibition, % at 12.6 µM | 350,000 tested, 0.086% active;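 active = mean inhibition across replicates of 30% or more, regardless of how many single replicates reach that level; inconclusive = mean under 30% yet at least half of replicates reach 30%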;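 note: positive control wells lacked labelled fibronectin entirely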
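Material – AH1F fibroblast monolayer, labelled fibronectin deposition · Reagent – labelled fibronectin 24 nM · Timing – 1 h adhesion, overnight exposure · Measured by – fluorescence at 485 nm excitation, 525 nm emission · Read-out – inhibition of fibronectin deposition signal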
INS-1E GSIS act – GLuc luminescence reporter in INS-1E cells, primary screen for activators of glucose-dependent secretion of insulin; INS-1E GLuc reporter insulin secretion, 2-3 h; activation, % at 16.6 µM; 370,000 tested, 0.61% active; AID 743287, 2014;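 active = lowest replicate activation of at least 40%, so every replicate reaches that level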;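 note: 0% = median of neutral control wells and 100% = median of IBMX positive control wells; some compounds called inactive have numbers as strong as hits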
PAX8 reporter – inhibitors of PAX8-driven TPO luciferase reporter, primary screen, RMG-I cells, single concentration. SteadyGlo, 24 h. inhibition, % at 12.6 µM. 360,000 tested, 1.2% active;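 active = mean replicate inhibition at least 60% with every replicate also reaching 60%; inconclusive = only one of the two criteria is met; inactive = mean below 60% and not all replicates reaching 60%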;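 note: luciferase light reporting Pax8 driven TPO promoter activity; plate controls were median of neutral control wells for no effect and mitoxantrone controls for full effect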
Starred values were filed as active, the others as inactive; ? = inconclusive; . = no result given; [ ] = remark or other dose.

Sequence of screens – FN deposition inh, EWS-Fli inh, DENV2 CPE, INS-1E GSIS act, miR-122 sensor, F508del corr, PAX8 reporter
C/C=C(/C)C(=O)Nc1cccc(C2=NOC3(C2)C[C@H](C(N)=O)N(C(=O)c2ccccc2)C3)c1 (stereo not given in full)
    3.7, -7.7, 15.4, -1.6, 1.9, -0.7, 14.4
N#CCNC(=O)C1CC(=O)N(CCc2ccc(F)cc2)C1 (stereo not given)
    2.6, 6.4, -1.6, 1.0, -5.4, 0.7, -27.4
O=[N+]([O-])c1cccc(-c2nnnn2-c2cccc(F)c2)c1
    -4.0, 11.9, -5.5, 6.2, -5.0, -1.0, -13.2
O=C(Cc1c(F)cccc1Cl)NCC(=O)OCc1ccccc1
    -0.4, 6.2, -0.2, -6.8, ., 0.3, .
CN(C)C(=O)[C@@H]1[C@@H](CO)[C@@H]2Cn3c(ccc(C4=CCCC4)c3=O)[C@H]1N2C
    ., 2.4, -3.4, 13.6, 3.7[16.7 µM], 0.9, .
O=C(COc1ccccc1F)Nc1cc(S(=O)(=O)N2CCOCC2)ccc1N1CCOCC1
    7.7, 11.2, 11.8, 8.5, -1.4, 1.7, -10.0
CCNc1nc2c(c(=O)n(C)c(=O)n2C)n1Cc1ccc(Cl)cc1
    -5.3, 21.6, -6.7, -11.4, -12.1, 1.3, 22.9
COC(=O)/C=c1/s/c(=C(/C#N)C(=O)N2CCOCC2)n(-c2ccccc2)c1=O
    -5.8, ., ., ., -7.2, ., 1.2
C[C@@H]1CN([C@@H](C)CO)C(=O)c2cc(C3=CCCC3)cnc2O[C@H]1CN(C)C(=O)NC1CCCC1
    ., -7.9, 31.3*, 3.2, 16.1[16.7 µM], 1.9, .
CC(C)N(C)S(=O)(=O)c1ccc(NC(=O)CSC(=S)N2CCCC2)cc1
    4.0, -1.6, 0.2, -26.4, -2.6, 1.1, .
COc1cc2cc(CN(CCCN3CCOCC3)C(=O)Nc3ccc(F)cc3)c(=O)[nH]c2cc1OC
    7.2, -12.2, -6.4, -5.1, ., 2.7, -1.1
COc1cccc(CN2CC3(CN(C)C3)c3c(n(C)c4cc(OC)ccc34)[C@@H]2CO)c1
    1.0, -6.3, -4.1, -1.8, ., 0.1, -20.6
C[C@@H]1CN([C@@H](C)CO)C(=O)c2cc(-c3ccc(C#N)cc3)cnc2O[C@H]1CN(C)Cc1ccncc1
    -6.9, -0.9, 2.4, 4.9, -0.9[16.7 µM], 0.1, .
C[C@H]1CN([C@@H](C)CO)C(=O)Cc2cc(NC(=O)C3CCCCC3)ccc2O[C@H]1CN(C)Cc1ccc(-c2ccccc2)cc1
    ., 11.6, -1.8, -14.9, 7.9[16.7 µM], 0.9, 22.9
O=S(=O)(c1ccccc1)N1CC[C@@H]2[C@H](CO)Nc3ccc(C#Cc4cccc(F)c4)cc3[C@@H]21
    6.9, -16.9, 9.1, 2.4, -5.4[16.7 µM], -0.1, 6.1
O=C(O)Cn1cccc1C(=O)c1ccccc1
    ., -3.3, 1.0, -7.1, -0.1, 2.0, .
C[C@@H]1CN([C@@H](C)CO)C(=O)c2cccc(NC(=O)c3ccc(-c4nccs4)cc3)c2O[C@@H]1CN(C)Cc1ccc(Oc2ccccc2)cc1
    ., -7.3, 8.3, -48.3, -3.4[16.7 µM], -2.8, .
N=c1c2c(-c3ccccc3)c(-c3ccccc3)n(Cc3ccccc3)c2ncn1CCCO
    -8.3, ., ., ., -42.7, ., -4.3
CC(C)(C)c1ccc(S(=O)(=O)N2CCC(CO)(CC3CCCCO3)CC2)cc1 (stereo not given)
    ., 7.1, 16.9, -2.9, ., 2.1, 7.6
CC(=O)c1cc2c(cc1NC(=O)Cn1nc(-c3ccc(F)cc3)ccc1=O)OCO2
    7.2, 0.8, ?, 13.8, -1.4, 3.4, 15.1
CC1(C(=O)NS(=O)(=O)C2CC2)CCCN(C(=O)COCc2ccccc2)C1 (stereo not given)
    5.2, -6.3, -2.1, 5.9, 0.1, 2.6, -2.9
CC(C)CC#Cc1cnc2c(c1)C(=O)N([C@H](C)CO)C[C@H](C)[C@H](CN(C)Cc1ccccc1C(=O)O)O2
    -0.9, 4.6, 2.6, 0.7, ., -0.6, .
Cc1ccc(C)c(OCCC(=O)N2CCN(S(=O)(=O)c3cc(F)ccc3F)CC2)c1
    0.0, -19.3, -5.4, -31.1, -11.2, 0.2, 18.1
O=C(NCc1cc(C(F)(F)F)ccc1Cl)c1cccc2c1C(=O)c1ccc(N3CCC(N4CCCCC4)CC3)cc1S2(=O)=O
    -11.3, 47.9, 3.3, -4.7, -1.4, 0.9, 93.8*
Cn1nc(C(=O)NNC(=O)c2cccc(Cl)c2)c2ccccc2c1=O
    -3.7, 2.0, 66.9*, ., 1.9, ., -7.2
CCn1cc(C2=NOC(C(=O)Nc3cc(OC)c(Cl)cc3OC)C2)c(C)n1 (stereo not given)
    3.4, ., ., 1.1, -2.9, ., .
COc1ccc(C(=O)N(C)Cc2ccccc2)cc1Br
    5.8, -2.1, 9.8, 18.0, ., ., -1.0
COC(=O)C[C@@H]1C[C@H]2c3cc(NC(=O)C4CCOCC4)ccc3O[C@H]2[C@H](CO)O1
    ., 0.1, -4.0, 5.8, -4.0[16.7 µM], 1.7, 9.3
Cc1ccc(S(=O)(=O)/N=C(/NNC(=O)c2cccc(Cl)c2)c2ccccc2)cc1
    0.4, -71.7, -7.3, 16.3, 1.1, 2.3, -139.6
Cc1ccc(-c2csc3ncn(CC(N)=O)c(=O)c23)cc1C
    9.0, 10.8, 2.3, -8.8, 1.9, -2.7, 3.0
C[C@H](CO)N1C[C@H](C)[C@@H](CN(C)S(=O)(=O)c2ccc(F)cc2)Oc2ncc(-c3cccc(C(=O)N(C)C)c3)cc2C1=O
    ., 4.0, -5.6, 1.4, 2.3[16.7 µM], -1.9, -15.0
Cc1ccc(Cl)cc1N1CCN(C(=O)c2ccccc2SCC(=O)N2CCCC2)CC1
    -3.4, 6.2, 7.9, ., 2.2, -0.3, 13.1
CC(=O)c1c(COC(=O)c2ccc(C)cc2)nc2ccccc2[n+]1[O-]
    5.8, -12.2, -1.3, ., -4.7, 2.7, -0.7
Clc1ccc(-c2nc3ccccc3[nH]2)cn1
    6.0, -71.8, -5.0, 9.6, 3.8, -1.3, -63.5
CN(C)S(=O)(=O)c1cccc(C(=O)Nc2cc(S(=O)(=O)N3CCOCC3)ccc2O)c1
    0.9, -4.1, -5.0, 3.7, ., 0.9, -2.7
CC(C)C(=O)Nc1ccc2c(c1)C(=O)N(C)[C@@H]1CC[C@@H](CC(=O)NCc3ccccc3F)O[C@@H]1CO2
    -11.8, -6.5, 1.4, -5.5, 0.0[16.7 µM], -0.3, 19.3
COC(=O)[C@@H](NC(=O)Nc1ccc(S(N)(=O)=O)cc1)C(C)C
    14.1, 2.9, 16.7, 17.8, ., 4.9, 37.1
CCOC(=O)c1c(C)n(C)c2ccc(OC(=O)c3ccc([N+](=O)[O-])cc3)cc12
    4.1, ., ., 67.5, ., ., -1.7
O=c1ccsc2ccccc12
    ., 12.9, -0.7, 5.6, 0.6, 1.6, 7.6
Brc1ccc2c(c1)OCCOCCOCCOCCOCCO2
    5.3, -1.1, ?, 2.4, ., 0.6, 26.1
O=C(Nn1c(-c2ccc(Br)cc2)nc2ccccc2c1=O)c1ccncc1
    2.9, 4.6, -1.7, -3.0, ., 0.8, -43.6
CCOc1ccc(-c2cc(C(=O)NCCCN3CCOCC3)c3ccccc3n2)cc1
    -9.1, ., -4.4, 3.4, -2.8, 0.3, -52.0
CN(C)C(=O)C[C@H]1CC[C@H]2[C@@H](COc3ccc(NC(=O)Nc4cccc(Cl)c4)cc3C(=O)N2C)O1
    -6.8, -14.5, -10.1, -7.8, 36.7[16.7 µM], 0.7, 1.1
COCc1cc(=O)oc2cc(NS(=O)(=O)c3ccc(C)cc3)ccc12
    -5.4, 13.2, -3.0, 2.7, -4.4, -1.4, 0.6
C/C=C/C(=O)OCC(=O)Nc1cccc(Br)c1
    12.4, -1.3, 1.3, -10.8, ., -0.4, -13.9
CN1C(=O)c2cc(NC(=O)c3ccc(F)c(F)c3)ccc2OC[C@@H]2O[C@@H](CC(=O)N3CCCCC3)CC[C@H]21
    1.5, -1.8, 6.9, -2.8, 3.5[16.7 µM], 1.0, 2.8
COc1ccc(CCC(=O)N(C)CC(=O)Nc2ccc(Cl)c(C(F)(F)F)c2)cc1
    0.2, 4.4, 3.8, -26.6, ., -1.2, 4.4
CC(=O)c1cccc(N(C(=O)Cn2nnc3ccccc32)C(C(=O)NCc2ccccc2)c2ccccn2)c1 (stereo not given)
    -2.4, ., ., -1.9, -1.4, ., -4.0
Cc1ccccc1OCc1nnc(SCC(=O)N2CCc3ccccc32)n1C
    2.5, ., ., ., -4.8, ., 4.1
CCOc1ccc(N2C(=O)CSC2=S)cc1
    -9.7, 6.4, 4.5, 3.0, -3.9, -2.5, -58.3
COc1ccccc1NC(=O)c1ccc2c(c1)N(CC#N)C(=O)C(C)(C)O2
    -3.3, -4.2, -2.3, 8.7, ., -2.4, 2.9
CC1CCCC(C)N1C(=O)c1cc(-c2ccc3c(c2)OCO3)on1 (stereo not given)
    0.0, -105.9, -3.5, -6.0, 7.0, 1.0, -148.4
Cc1nn(C)c(C)c1NS(=O)(=O)c1ccc(Cl)s1
    ., 0.6, -7.1, -5.4, -1.3, -1.6, 12.4
CC(=O)c1cccc(NC(=O)CSc2ccc(-c3ccccn3)nn2)c1
    -0.8, -17.8, 16.1, 21.2, -0.7, 1.2, -8.3
COc1cccc(C(=O)N[C@H](C(=O)N2CCC[C@H]2C(=O)NCCc2ccccc2Cl)C2CCCCC2)c1
    1.5, 0.8, 28.6*, -0.1, ., -0.5, 23.7
COc1ccc(C[C@H]2CN3C(=NC[C@@H]3Cc3ccc(O)cc3)N2C[C@H](C)NC(=O)CCC2CCCCC2)cc1
    -3.3, 21.0, 2.9, -19.2, -3.6, 2.0, 26.8
CCCC(=O)Nc1ccc2c(c1)C(=O)N(C)C[C@H](OC)[C@@H](C)CN(C(=O)c1cccnc1)[C@@H](C)CO2
    4.8, 0.9, ., 2.3, ., 1.1, -5.5
CCOC(=O)N1CCN(S(=O)(=O)c2ccc(C(=O)N(CCCN(C)C)c3nc4c(C)c(C)ccc4s3)cc2)CC1
    -8.1, -9.2, 15.4, -43.6, -5.5, -0.4, -14.0
O=C1c2ccccc2C(=O)N1CCCc1c[nH]c2ccccc12
    ., ., ., -8.9, 0.6, ., -34.7
COc1cc(SC)ccc1C(=O)OCC(=O)NCCC1=CCCCC1
    -6.2, -5.3, -1.4, -13.5, 0.8, -1.5, -7.1

(cont.)
Sequence of screens – FN deposition inh, EWS-Fli inh, DENV2 CPE, INS-1E GSIS act, miR-122 sensor, F508del corr, PAX8 reporter
O=C(N/N=C/c1ccc2cccc(OCc3ccccc3)c2n1)c1ccc(Cl)cc1
    3.6, ., ., 1.6, 9.5, ., -28.4
CCOC(=O)c1sc(NC(=O)CSc2nc(-c3ccco3)cc(C(F)(F)F)n2)c(C(=O)OCC)c1C
    5.2, 5.2, 0.3, 4.0, -4.5, -5.7, 2.9
COc1cc(OC)cc(C(=O)Oc2c(CN3CCOCC3)cc(Cl)c3cccnc23)c1
    -3.4, 4.5, -0.9, -4.9, 0.9, -8.9, -10.7
COc1ccccc1NC(=O)N(C)C[C@H]1OCc2ccccc2-c2c(n(C)c3ccccc23)C(=O)N([C@@H](C)CO)C[C@H]1C
    0.8, -5.7, 6.7, -24.7, ., 0.5, .
COc1ccccc1C1=NOC(C)(c2sc(-c3ccccc3)nc2C)C1 (stereo not given)
    1.5, -8.7, 0.4, -8.4, ., -1.4, -29.0
